PKM2 activator: increases activity of human pyruvate kinase M2; P14618; 260,000 tested, 0.34% active; purified PKM2, Kinase-Glo ATP luminescence, activation; response scale: 0% is enzyme alone, no compound; Potency, µM (series often up to 57.5 µM), without a hit: at the top dose activation, usual class: activators; note: potency is the fitted concentration of half-maximal effect; % is set by controls: 0 for no effect and ±100 for the full control effect; nearly all actives have a fitted effect of over 55% in size
Target sequence (P14618 whole entry, looked up): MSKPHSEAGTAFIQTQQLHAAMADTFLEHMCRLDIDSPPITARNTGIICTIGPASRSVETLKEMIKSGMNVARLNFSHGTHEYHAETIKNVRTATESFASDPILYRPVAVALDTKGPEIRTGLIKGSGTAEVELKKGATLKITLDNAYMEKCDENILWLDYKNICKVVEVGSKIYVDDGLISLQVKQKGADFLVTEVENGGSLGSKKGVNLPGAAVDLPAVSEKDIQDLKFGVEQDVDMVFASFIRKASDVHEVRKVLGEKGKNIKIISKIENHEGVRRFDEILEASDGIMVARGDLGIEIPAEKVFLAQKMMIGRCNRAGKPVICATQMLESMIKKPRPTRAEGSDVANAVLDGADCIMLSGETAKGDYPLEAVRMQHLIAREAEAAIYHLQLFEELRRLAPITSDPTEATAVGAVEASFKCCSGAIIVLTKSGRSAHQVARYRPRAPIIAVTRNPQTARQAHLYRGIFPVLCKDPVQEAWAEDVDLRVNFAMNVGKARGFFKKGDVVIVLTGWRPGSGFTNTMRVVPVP
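Purified hPK-M2 (>95% pure) converted ADP (0.1 mM final) to ATP with 0.5 mM PEP in 50 mM imidazole pH7.2, KCl, MgCl2, Tween 20, BSA; 1 h at room temperature. ATP detected by Kinase-Glo luminescence.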
USP2a inh: blocks human ubiquitin-specific protease USP2a | O75604 | USP2 core, Ub-CHOP2 coupled fluorogenic reporter, 485/531 | Potency, µM (doses to about 38.3 µM), for inactives: top-dose activity change, negative = inhibition, usual class: inhibitors | 330,000 tested, 0.01% active;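 note: potency is the fitted concentration of half-maximal effect; plate controls were DMSO wells for no effect and full inhibition by NEM control for full effect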
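Cell-free coupled assay: 10nM USP2 core preincubated 30min RT with compound in Tris-HCl pH 8.0/CaCl2/CHAPS buffer, then 25nM Ub-CHOP2 and 25nM reporter substrate; fluorescence (Ex 485/Em 531) read after 60min RT, normalized to NEM inhibition, concentration-response curves fitted.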
Giardia killer: kills Giardia lamblia. Giardia lamblia trophozoite viability. 340,000 tested, 0.15% active. AID 540267. activity change, % at 7.66 µM, hits read low; in the data active = activity change below about -80%; inconclusive = between about -30% and that limit;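 note: parasites exposed to compound for two days anaerobically before the ATP read; % is set by controls: 0 for no effect and ±100 for the full control effect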
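Anaerobic 48 hrs incubation at 37 deg C of 100 trophozoites/well with test compounds; ATPLite 1-Step luminescence, 15-30 min RT, reports cellular ATP as viability.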
hERG WT inh: blocks the wildtype human KCNH2 potassium channel. Q12809. U2OS, BacMam KCNH2, thallium flux FluxOr; active compounds read low. activity change, % at 1.84 µM. 340,000 tested, 0.37% active. AID 720551;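 active = maximum activity change below -70%; inconclusive = maximum activity change between -70% and -50%; inactive = maximum activity change above -50%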; note: % is set by controls: 0 for no effect and ±100 for the full control effect
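U2OS cells were transduced with wild-type KCNH2 virus (2.03 x 10^8 / mL) for 4 h at room temperature, then cultured overnight at 37 C. Thallium flux was read with FluxOr dye. Rate constants were normalized to DMSO controls.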
KCNH2 3.1 inh: KCNH2 3.1 (human) potassium channel inhibition; U2OS KCNH2 3.1, thallium flux FluxOr; active compounds read low; activity change, % (tested at about 1.8 µM); 340,000 tested, 0.95% active; AID 720553;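 active = maximum activity change below -70%; inconclusive = maximum activity change from -70% to -50%; inactive = maximum activity change above -50%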;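 note: thallium influx rate constant from kinetic fluorescence after stimulation buffer; % is set by controls: 0 for no effect and ±100 for the full control effect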
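Steps: virus added to U2OS suspension (4 h, RT, dark); medium with 10% FBS added, cells plated, 37 C overnight; FluxOr/Red40 loading buffer 45 min RT; stimulation buffer, 2 min kinetic read; rate constant normalized.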
B2AR arrestin: recruits beta-arrestin to the human beta2-adrenergic receptor; 330,000 tested, 0.02% active; beta-arrestin recruitment to beta2AR, cell-based reporter; P07550; Potency, µM (doses to about 46.1 µM), for inactives: top-dose activation, usual class: activators;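 note: potency is the fitted concentration of half-maximal effect; 0% = DMSO controls and full agonism = EC100 isoproterenol or metaproterenol; nearly all actives have a fitted effect of over 65% in size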
Target sequence (P07550 whole entry, looked up): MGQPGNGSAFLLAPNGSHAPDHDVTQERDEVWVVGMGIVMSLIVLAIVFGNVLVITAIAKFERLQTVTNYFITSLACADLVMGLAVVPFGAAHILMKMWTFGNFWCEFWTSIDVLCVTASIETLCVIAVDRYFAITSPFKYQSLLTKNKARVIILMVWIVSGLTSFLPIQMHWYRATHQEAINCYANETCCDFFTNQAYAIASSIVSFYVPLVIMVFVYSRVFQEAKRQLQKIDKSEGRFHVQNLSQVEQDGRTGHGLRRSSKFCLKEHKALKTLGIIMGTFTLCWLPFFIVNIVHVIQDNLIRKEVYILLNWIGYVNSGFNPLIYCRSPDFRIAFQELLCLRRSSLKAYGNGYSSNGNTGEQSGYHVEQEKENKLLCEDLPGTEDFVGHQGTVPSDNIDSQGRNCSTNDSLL
Menin-MLL TR inh: inhibitors of human menin-MLL interaction, mutant MLL peptide. Menin + Texas Red MLL mutant peptide, fluorescence polarization. Potency, µM (top dose mostly 61.6 µM), without a hit: at the top dose FP activity change, negative = inhibition, most hits filed as inhibitors. 270,000 tested, 0.23% active. AID 1768; active = well fitted inhibition curve with a large enough effect in the polarisation, with a control signal flat, not every such curve was filed as active; inconclusive = small, poorly fitted or top-dose-only effect, or effect the other way, or a change in a side signal; inactive = no such curve, though single readings can be large or run the other way; the % refers to the polarisation; note: potency is the fitted concentration of half-maximal effect; % of control where 0% means no effect; many of its hits are not listed in these tables
TRPV1 ag: human TRPV1 agonism | 320,000 tested, 0.19% active | TRPV1-expressing cells, Fluo-8 calcium influx, agonist mode | AID 540275 | activation, % at 8.33 µM | Q8NER1; in the data active = activation above about 80%; inconclusive = between about 30% and that limit; note: 0% is about no effect
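Cells expressing TRPV1 were dye-loaded with Fluo-8 and read kinetically: 10 s baseline, 3 min after compound (agonist portion), then 2 min after EC20 capsaicin (allosteric enhancer portion). Calcium-bound dye fluorescence at 480/520 nm.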
GALK inh: galactokinase (human) inhibition. 270,000 tested, 0.007% active. Purified GALK, Kinase-Glo residual ATP luminescence. Potency, µM (top dose mostly 57.5 µM), for the others: top-dose activity change, negative = inhibition, actives largely listed as inhibitors; note: potency is the fitted concentration of half-maximal effect; % is set by controls: 0 for no effect and ±100 for the full control effect
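ATP-depletion format; final 35 uM ATP, 100 uM D-galactose, 5 nM enzyme; pH 8.0 HEPES/Mg2+ buffer; 60 min RT; luminescence read 10 min after detection reagent.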
MLL CXXC-DNA inh: MLL CXXC-DNA interaction inhibition. Q03164. MLL-CXXC / FITC-HOXA9 DNA fluorescence polarization. Potency, µM (series often up to 115 µM), for inactives: at the highest dose activity change, negative = inhibition, actives largely listed as inhibitors. 290,000 tested, 0.037% active. AID 2662; active = well fitted inhibition curve with a large enough effect in the polarisation, with a control signal flat, not every such curve was filed as active; inconclusive = small, poorly fitted or top-dose-only effect, or effect the other way, or a change in a side signal; inactive = no such curve, though single readings can be large or run the other way; the % refers to the polarisation; note: potency is the fitted concentration of half-maximal effect
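Purified MLL-CXXC (added from a 7 uM solution) was preincubated 5 min at ambient with pinned compounds in 50 mM Tris-HCl pH 7.5, 50 mM NaCl, 1 mM DTT, 0.05% BSA. Fluorescein-labeled HOX-A9 DNA (50 nM solution) followed, 30 min, then polarization read.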
Coupling enz: inhibits coupling enzyme system, counter-screen for aldolase hits; 290,000 tested, 0.67% active; AID 2472; activity change, negative = inhibition, % at 58.2 µM, hits read low; coupling enzyme system counterscreen, AmpLite Red fluorescence; in the data active = activity change below about -30%; note: % is set by controls: 0 for no effect and ±100 for the full control effect
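Counterscreen lacking aldolase: glyceraldehyde-3-phosphate coupling-enzyme reagent preincubated 10 min at RT with compound (at 57.5 uM final), then substrate/coupling system with AmpLite Red added; fluorescence read at 525/598 nm after 20 min RT.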
Starred values were filed as active, the others as inactive; ? = inconclusive; . = not tested or not shown; & = joins results of further samples; [ ] = another dose, or the depositor's remark. Unless noted, calls come from the whole dose curve; as a rule, active = well fitted curve in the direction sought with a large enough effect; inconclusive = small, poorly fitted or top-dose-only effect, or another doubt; inactive = no such curve, though single readings can be large; an effect the other way counts as inactive or inconclusive. An excerpt (hit frequency here may not be typical).

SMILES	PKM2 activator	USP2a inh	Giardia killer	hERG WT inh	KCNH2 3.1 inh	B2AR arrestin	Menin-MLL TR inh	TRPV1 ag	GALK inh	MLL CXXC-DNA inh	Coupling enz
CCC(=O)NCCNc1nc2cc(C)cc(C)c2cc1C#N	3%	8%	22	8	-8	-0.2%	-7%	11	-4%	6%	1
O=C(NNc1nc2ccc(F)cc2s1)c1cccc(F)c1	-26%	-6%	12	0	-2	0.1%	30%	25	3%	-20%	-1
O=C(OC(C(=O)NC1CCCC1)c1cccnc1)C1=Cc2ccccc2OC1 (stereo not given)	-5%	1%	12	2	-7	-0.7%	0%	7	-3%	0%	1
Oc1ccc(Cl)cc1-c1cc(C(F)(F)C(F)F)nc(-c2ccccc2)n1	-8%	2%	-3	3	8	-0.3%	9%	3	1%	10%	1
CCOP(=O)(OCC)c1nc(-c2ccc(C)cc2)oc1NCc1ccccc1	4%	-2%	-1	-3	-17	-0.1%	-3%	?	0%	6%	3
CC(=O)c1cccc(NC(=O)N2CCCC2C(=O)NCc2ccc3c(c2)OCO3)c1 (stereo not given)	11%	4%	-7	2	-23	0.1%	33%[activator]	5	-3%	14%	6
COc1ccc(OCCC(=O)OCC(=O)Nc2ccc(S(=O)(=O)N3CCOCC3)cc2)cc1	0%	3%	19	3	24	-0.1%	11%	3	5%	-1%	0
O=C(NC1CCCCC1)NC1CCN(S(=O)(=O)Cc2ccccc2)CC1	7%	2%	2	-9	-9	-0.1%	-6%	0	0%	7%	1
N#Cc1ccccc1OCC(=O)NNC(=O)c1ccncc1	.	1%	-20	0	-10	-0.1%	.	2	.	.	.
CC(c1ccco1)N(C(=O)c1ccc(Cl)s1)c1ccccn1 (stereo not given)	18%	0%	20	-27	-7	-0.8%	2%	6	3%	-5%	2
Cc1cc(C(=O)COC(=O)C2=COCCO2)c(C)n1-c1cccc(F)c1	.	-1%	-2	4	-28	0.3%	.	?	.	.	.
CS/C(=N\S(=O)(=O)c1cccs1)Nc1ccc(N2CCOCC2)cc1	6%	-2%	14	12&-10	7&2	0.4%	-15%	3	7%	10%	2
CCOc1ccc(Cl)cc1CNCCNCCO	-5%	1%	-4	-21	-9	-0.3%	7%	1	3%	3%	2
O=C(NCCN1CCOCC1)c1ccc(NS(=O)(=O)c2ccccc2)cc1	3%	-3%	-10	-4	.	-0.6%	.	0	-5%	13%	.
O=C(NNS(=O)(=O)c1ccccc1C(F)(F)F)c1cc2ncc(C(F)(F)F)cc2s1	-3%	3%	3	-12	-5	-0.4%	.	-2	.	-8%	3
Cc1ccc(-n2nnnc2SCC#N)cc1	0%	14%	12	0	2	0.1%	0%	-2	-1%	-2%	1
O=C1NNC(c2ccccc2)=N/C1=C\c1ccccc1	-10%	-1%	10	-2	-3	0.1%	.	?	1%	-6%	1
CN(CC(=O)Nc1ccccc1Br)C(=O)CNC(=O)c1ccc(Oc2ccccc2)cc1	-2%	-2%	3	-2	-1	-0.8%	.	27	-8%	-10%	.
Cn1c(-c2ccncc2)nc2ccccc21	-1%	2%	9	9	4	-0.5%	34%[activator]	-1	0%	-1%	3
CSc1ccccc1NC(=O)CN(Cc1ccc(Cl)cc1)S(C)(=O)=O	1%	3%	-18	-5	-11	-0.8%	1%	30	0%	-2%	1
CC(=O)N/N=C(\C)C1COc2ccccc2O1 (stereo not given)	3%	1%	4	1	2	-0.1%	.	11	0%	-1%	1
CC(C)CC(NC(=O)C1CCC(=O)N1)C(=O)NC(CC(C)C)C(=O)N1CCCC1C(N)=O (stereo not given)	-3%	-1%	-4	0	36	0.0%	-7%	1	6%	0%	2
CCn1c(SCC(=O)NCc2ccc3c(c2)OCO3)nc2c(c1=O)SCC2	7%	-6%	6	3	.	0.1%	.	2	6%	11%	.
COCCn1c(=NC(=O)c2ccccc2[N+](=O)[O-])sc2cc(S(C)(=O)=O)ccc21	7%	-2%	-6	3	12	0.0%	-9%	8	0%	6%	2
O=C1C=C(c2ccccc2Oc2ccccc2)C[C@@H](c2ccc3c(c2)OCO3)C1	.	-9%	18	-3	-27	0.0%	.	?	.	.	.
Cn1c(=O)c([N+](=O)[O-])c(-n2ccnc2)c2ccccc21	15%	3%	9	8	3	-0.5%	0%	-2	-2%	0%	2
O=C(CCS(=O)(=O)c1ccccc1)NNC(=O)CSc1ccccc1F	.	6%	5	-2	2	-0.2%	.	.	.	.	.
COC(=O)Nc1nc(C)c(C(=O)N(C)C)s1	0%	1%	5	-4	-4	0.2%	0%	5	0%	-1%	-2
COc1ccc2[nH]c3c(c2c1)CCN1C(=O)N([C@@H](C)C(=O)NCc2c(F)cccc2Cl)C(=O)[C@]31C	4%	0%	-19	1	-5	0.2%	6%	1	.	-2%	0
Cc1cc(Br)ccc1NC(=O)CNC(=O)CN(C)Cc1nc2ccccc2c(=O)[nH]1	-1%	-1%	-12	-12	-99*	-0.9%	1%	0	7%	-3%	3
CC(CC(=O)NCc1ccc(Cl)cc1)c1ccccc1 (stereo not given)	1%	1%	-5	-3	-18	-0.1%	-1%	21	0%	1%	0
Cc1ccc(C#N)c(SCc2nnc(-c3ccc(Cl)cc3)o2)n1	7%	2%	-19	-17	-15	0.1%	1%	5	-3%	2%	2
CCN(CC)S(=O)(=O)c1ccc(S(=O)(=O)N(Cc2ccccn2)Cc2ccco2)cc1	-4%	-2%	-5	3	-2	-0.3%	-5%	6	0%	8%	1
CC(C)[C@H](NC(=O)N1CCC(Cc2ccccc2)CC1)C(=O)O	.	4%	-20	-2	-4	-0.1%	-3%	2	1%	10%	0
O=S1(=O)N=C(N(Cc2cccs2)c2ccc(O)cc2)c2ccccc21	-1%	-1%	-8	.	10	-0.2%	4%	7	4%	-2%	6
CCOC(=O)Cn1nc(C)c(NC(=O)COc2ccccc2[N+](=O)[O-])c1C	-1%	2%	-7	0	-4	-0.1%	-18%	0	8%	2%	1
Cc1ccc(N(C(=O)CNC(=O)c2ccco2)C(C(=O)NC2CCCCC2)c2cccnc2)cc1C (stereo not given)	-4%	-1%	7	-5	-8	-0.4%	-9%	1	-1%	1%	1
Cc1ccc(N2CC(C(=O)Nc3ccc(C)c(S(=O)(=O)N(C)C)c3)CC2=O)cc1 (stereo not given)	0%	3%	-11	-4	-6	0.4%	-2%	22	0%	-5%	-4
CC1CC(C)CN(C(=O)COC(=O)CNS(=O)(=O)/C=C/c2ccccc2)C1 (stereo not given)	2%	-3%	17	2	8	0.4%	0%	11	-3%	7%	2
c1ccc(Cn2nnnc2C(c2ccccn2)N2CCOCC2)cc1 (stereo not given)	-1%	2%	-20	-6	-16	0.0%	8%	1	0%	-2%	0
N#Cc1ccc(/C=N/NC(=O)CCc2ccc(S(=O)(=O)N3CCOCC3)cc2)cc1	1%	2%	0	11	-9	-0.4%	-5%	-1	1%	12%	2
CN(CCOc1ccccc1)C(=O)C1CCC(=O)N(CCN2CCOCC2)C1 (stereo not given)	5%	1%	-8	5	-4	-0.2%	.	-1	0%	-10%	.
ClCc1csc(-c2ccc(Cl)cc2)n1	1%	0%	-8	-5	6	0.0%	-1%	-1	.	11%	0
CSc1ccccc1NC(=O)C1C2CCC(C2)C1C(=O)O (stereo not given)	1%	-1%	17	-5	0	0.1%	22%	2	-1%	-8%	-1
CCCc1cc2c(=O)c(-c3ccc4c(c3)OCCO4)c(C)oc2cc1OS(C)(=O)=O	-8%	-1%	-11	-1	1	-0.9%	1%	-2	0%	10%	1
Cc1nc(N2CCOCC2)nc2c1CCCC2	5%	2%	-14	2	19	0.3%	-10%	1	-2%	8%	3
Cc1ccc(CSc2nc3ccncc3[nH]2)cc1	-59%	-2%	-90*	-1	-6	0.0%	-1%	11	3%	-1%	0
CC#CCCCC(=O)Nc1ccccc1C(=O)O	-2%	0%	1	5	14	-0.5%	-27%	-1	2%	2%	-8

High-throughput results (PubChem)
